Menin-MLL TR inh: qHTS Assay for Inhibitors Targeting the Menin-MLL Interaction in MLL Related Leukemias: Competition With Texas Red Labeled MLL-derived Mutant Peptide; Potency, µM (top dose mostly 61.6 µM), inactives show at the highest dose FP activity change, negative = inhibition, hits mostly inhibitors; O00255; actives 0.23% (n = 270,000); Menin + Texas Red MLL mutant peptide, fluorescence polarization; active = well fitted inhibition curve with a large enough effect in the polarisation, with a control signal flat, not every such curve was filed as active; inconclusive = small, poorly fitted or top-dose-only effect, or effect the other way, or a change in a side signal; inactive = no such curve, though single readings can be large or run the other way; the % refers to the polarisation; note: potency is the fitted concentration of half-maximal effect; % of control where 0% means no effect; many of its hits are not listed in these tables
B2AR arrestin: qHTS assay of beta-arrestin-biased ligands of beta2-adrenergic receptor; Beta-2 adrenergic receptor (Homo sapiens), P07550; beta-arrestin recruitment to beta2AR, cell-based reporter; Potency, µM (top dose mostly 46.1 µM), for inactives: at the top dose activation, usual class: activators; actives 0.02% (n = 330,000); AID 492947, 2010;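 note: potency is the fitted concentration of half-maximal effect; 0% = DMSO controls and full agonism = EC100 isoproterenol or metaproterenol; nearly all actives have a fitted effect of over 65% in size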
Target sequence (P07550 whole entry, looked up): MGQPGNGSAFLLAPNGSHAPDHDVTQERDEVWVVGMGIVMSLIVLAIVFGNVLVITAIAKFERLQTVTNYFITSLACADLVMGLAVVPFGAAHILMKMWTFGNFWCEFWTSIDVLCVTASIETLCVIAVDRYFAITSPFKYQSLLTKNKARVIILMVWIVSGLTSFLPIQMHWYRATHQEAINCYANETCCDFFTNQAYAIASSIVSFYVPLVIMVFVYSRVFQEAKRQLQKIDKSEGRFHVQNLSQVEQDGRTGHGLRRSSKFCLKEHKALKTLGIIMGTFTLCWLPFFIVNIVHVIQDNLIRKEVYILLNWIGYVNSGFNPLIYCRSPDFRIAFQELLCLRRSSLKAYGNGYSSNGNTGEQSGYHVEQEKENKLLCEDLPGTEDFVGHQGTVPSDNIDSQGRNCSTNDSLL
Coupling enz: qHTS Assay for Inhibitors of Fructose-1,6-bisphosphate Aldolase from Giardia Lamblia: Coupling assay counterscreen; coupling enzyme system counterscreen, AmpLite Red fluorescence; activity change, negative = inhibition, % at 58.2 µM, hits read low; actives 0.67% (n = 290,000); AID 2472, 2010; in the data active = activity change below about -30%; note: % is set by controls: 0 for no effect and ±100 for the full control effect
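Activity here indicates interference with the coupling reaction, not aldolase inhibition. Compounds at 57.5 uM final met coupling enzymes for 10 min at RT; substrate and AmpLite Red detection followed, with a 525/598 nm fluorescence read after 20 min.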
Tb PFK block: qHTS Assay to Find Inhibitors of T. brucei phosphofructokinase; ATP-dependent 6-phosphofructokinase (Trypanosoma brucei brucei), O15648; T. brucei PFK, ADP-Glo luminescence; Potency, µM (top dose mostly 57.5 µM), for inactives: at the highest dose activity, negative = inhibition, usual class: inhibitors; actives 0.17% (n = 330,000); AID 485367, 2010;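 note: potency is the fitted concentration of half-maximal effect; 0% = uninhibited 1x PFK enzyme wells and -100% = no-enzyme wells; nearly all actives have a fitted effect of over 60% in size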
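PFK 1.25 nM, F6P 0.5 mM, ATP 0.1 mM, 0.1 M TEA pH 8.0, 5 mM MgCl2, 0.01% Tween20, 0.1% BSA; 45 min RT. ADP-Glo readout. qHTS titration up to 57 uM; curves fitted, compounds curve-classed.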
S-ASM inh: Inhibitors of Secretory Acid Sphingomyelinase (S-ASM): qHTS. Sphingomyelin phosphodiesterase (Homo sapiens), P17405. AID 504937, 2011. placental ASM, HMU-PC fluorogenic substrate, 60 min. Potency, µM (top dose mostly 57.5 µM), for the others: top-dose activity change, negative = inhibition, usual class: inhibitors. actives 0.006% (n = 340,000); note: potency is the fitted concentration of half-maximal effect
Target sequence (P17405 47-631 limits assumed): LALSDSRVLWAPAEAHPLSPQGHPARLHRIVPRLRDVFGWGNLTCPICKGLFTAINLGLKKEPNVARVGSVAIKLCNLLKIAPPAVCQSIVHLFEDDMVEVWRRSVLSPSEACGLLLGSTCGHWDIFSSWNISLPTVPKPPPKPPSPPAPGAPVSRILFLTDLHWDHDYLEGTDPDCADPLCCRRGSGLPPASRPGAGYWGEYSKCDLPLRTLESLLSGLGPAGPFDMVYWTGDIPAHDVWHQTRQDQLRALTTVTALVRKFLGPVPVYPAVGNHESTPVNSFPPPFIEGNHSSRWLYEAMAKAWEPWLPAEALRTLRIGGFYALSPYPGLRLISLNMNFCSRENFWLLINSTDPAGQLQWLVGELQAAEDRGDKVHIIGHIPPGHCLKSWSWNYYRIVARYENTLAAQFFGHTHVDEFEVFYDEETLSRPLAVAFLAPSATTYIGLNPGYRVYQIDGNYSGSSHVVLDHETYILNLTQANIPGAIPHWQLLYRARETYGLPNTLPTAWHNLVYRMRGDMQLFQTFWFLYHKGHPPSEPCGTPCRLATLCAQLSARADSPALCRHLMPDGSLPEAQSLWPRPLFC
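HMU-PC0 cleavage (9 uM final) by human placental ASM, 60 min at 37 °C following 10 min compound exposure at RT; stopped at pH 10, fluorescence Ex 386/Em 447 nm.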
PKM2 activator: qHTS Assay for Activators of Human Muscle isoform 2 Pyruvate Kinase; purified PKM2, Kinase-Glo ATP luminescence, activation; response scale: 0% is enzyme alone, no compound; Potency, µM (series often up to 57.5 µM), inactives show top-dose activation, hits mostly activators; actives 0.34% (n = 260,000); note: potency is the fitted concentration of half-maximal effect; % is set by controls: 0 for no effect and ±100 for the full control effect; nearly all actives have a fitted effect of over 55% in size
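hPK-M2, >95% pure; 0.1 mM ADP / 0.5 mM PEP final; imidazole pH7.2 buffer w/ 7 mM MgCl2, 50 mM KCl; 1 h RT; Kinase-Glo lum. Intermediate enzyme activity for dual inhibitor/activator qHTS.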
GALK inh: qHTS Assay for Inhibitors of Human Galactokinase (GALK). P51570. Potency, µM (titrated, usually from 57.5 µM), for inactives: top-dose activity change, negative = inhibition, usual class: inhibitors. Purified GALK, Kinase-Glo residual ATP luminescence. actives 0.007% (n = 270,000). AID 1868, 2009; note: potency is the fitted concentration of half-maximal effect; % is set by controls: 0 for no effect and ±100 for the full control effect
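Human GALK (5 nM) with 35 uM ATP and 100 uM galactose in 20 mM HEPES pH 8.0, 5 mM MgCl2, 60 mM NaCl, 1 mM DTT, 0.01% BSA. After 1 h at room temperature, leftover ATP was read by Kinase-Glo Plus luminescence.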
PTAP TSG101 blk: qHTS Assay for Iinhibitors of HIV-1 Budding by Blocking the Interaction of PTAP/TSG101; Tumor susceptibility gene 101 protein (Homo sapiens), Q99816; Fluorescence polarization, FITC-PTAP peptide / Tsg101 binding; Potency, µM (doses to about 115 µM), for the others: top-dose activity change, negative = inhibition, usual class: inhibitors; 340,000 tested, under 10 active; AID 493005, 2010; active = well fitted inhibition curve with a large enough effect in the main read-out, with a control signal flat, not every such curve was filed as active; inconclusive = small, poorly fitted or top-dose-only effect, or effect the other way, or a change in a side signal; inactive = no such curve, though single readings can be large or run the other way; note: potency is the fitted concentration of half-maximal effect; % of control where 0% means no effect
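Fluorescence anisotropy tracks displacement of a FITC-tagged PTAP peptide (50 nM) from the Tsg101 binding domain (10 uM), following a 20 min room-temperature incubation at pH 7.5.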
Giardia kill: Small Molecules that selectively kill Giardia lamblia: qHTS; Giardia lamblia trophozoite viability; activity change, % at 7.66 µM, hits read low; actives 0.15% (n = 340,000); AID 540267, 2011; in the data active = activity change below about -80%; inconclusive = between about -30% and that limit;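 note: parasites exposed to compound for two days anaerobically before the ATP read; % is set by controls: 0 for no effect and ±100 for the full control effect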
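Compounds were tested on trophozoites seeded at 100 cells/well and held 48 hrs at 37 deg C anaerobically. An ATP-based luminescent kit measured the remaining live cells.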
Chronic BCR inh: qHTS Assay to Find Inhibitors of Chronic Active B-Cell Receptor Signaling; ABC-DLBCL IkBa-CBG/CBR reporter, luminescence ratio, 4 h; Potency, µM (series often up to 46.1 µM), without a hit: at the highest dose ratio change, negative = lower green/red ratio, most hits filed as inhibitors; actives 0.05% (n = 340,000); AID 493014, 2011; active = well fitted inhibition curve with a large enough effect in the signal ratio, with a control signal flat, not every such curve was filed as active; inconclusive = small, poorly fitted or top-dose-only effect, or effect the other way, or a change in a side signal; the % refers to the signal ratio;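 note: potency is the fitted concentration of half-maximal effect; plate controls were basal doxycycline-induced cells for no effect and cells given 10 µM MG132 for full effect; MG132 reads +100%, hits lower the ratio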
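Compounds up to 46 uM were incubated four hours with TMD8 cells whose green CBG68 luciferase is fused to IkappaBalpha; red CBR luminescence normalised the signal, and concentration-effect curves were fitted to fusion, red and ratio data.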
a7 integrin act: qHTS for Activators of Integrin-Mediated Alleviation for Muscular Dystrophy; actives 0.064% (n = 350,000); alpha7betagal myoblasts, beta-gal FDG fluorescence, 48 h; Potency, µM (series often up to 38.3 µM), for the others: at the top dose activation, most hits filed as activators;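 note: potency is the fitted concentration of half-maximal effect; 100% = response of the positive control SU9516; nearly all actives have a fitted effect of over 60% in size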
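Alpha7betagal+/- myoblasts (passage 13) were plated 16-24 hr, then exposed to compounds (1:260 dilution of DMSO stock) for 48 hours at 37C. After MPER lysis, β-galactosidase reporter activity was read as FDG fluorescence (ex 480/em 540) after 30 minutes.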
* = called active by the depositor; ? = inconclusive; nt = no result given; & = joins results of further samples; [ ] = another dose, or the depositor's remark. Unless noted, calls come from the whole dose curve; as a rule, active = well fitted curve in the direction sought with a large enough effect; inconclusive = small, poorly fitted or top-dose-only effect, or another doubt; inactive = no such curve, though single readings can be large; an effect the other way counts as inactive or inconclusive.

SMILES	Menin-MLL TR inh	B2AR arrestin	Coupling enz	Tb PFK block	S-ASM inh	PKM2 activator	GALK inh	PTAP TSG101 blk	Giardia kill	Chronic BCR inh	a7 integrin act
CSCC[C@H](NC(=O)Cc1c(C)c2c(cc(C)c3c(C)c(C)oc32)oc1=O)C(=O)O	-1%	-0.2%	-1	9%	105%[activator]	nt	-4%	-10%	38[activator]	4%	-17%
C[C@H](CO)N1C[C@H](C)[C@@H](CN(C)C)Oc2c(NC(=O)C3CC3)cccc2C1=O	nt	-0.1%	nt	0%	1%	nt	nt	3%	-12	1%	-9%
CCOC(=O)C1CCN(C(=O)C(C)N(c2ccc(Oc3ccccc3)cc2)S(C)(=O)=O)CC1 (stereo unspecified)	?	0.4%	4	-1%	-2%	2%	1%	-7%	?	12%	-22%
ON=C1c2cc(OCCN3CCCCC3)ccc2-c2ccc(OCCN3CCCCC3)cc21	-17%	0.2%	1	1%	-1%	0%	0%	-3%	-2	2%	-38%
N#Cc1cccc(-c2cn(S(=O)(=O)c3ccc(Cl)cc3)nc2N)c1	?	0.0%	-2	-8%	-13%	-1%	-4%	-12%	3	?	-31%
COc1ccc(C(CCN)Cc2ccccc2)cc1 (stereo unspecified)	-1%	0.3%	3	2%	3%	-3%	0%	1%	-12	-1%	0%
O=[N+]([O-])c1ccc(OCCn2cnc3ccccc32)cc1	17%	-0.1%	-2	-9%	0%	0%	8%	-1%	8	-2%	?
O=C(CCS(=O)(=O)c1ccc(Cl)cc1)Nc1ccc(N2CCOCC2)cc1	nt	-0.8%	3	-1%	1%	5%	nt	-2%	18	2%	-18%
C=C(C)c1cccc(C(C)(C)NC(=O)N2CC(C)OC(C)C2)c1 (stereo unspecified)	-5%	0.2%	-1	-3%	3%	-8%	-2%	-2%	8	?	-4%
COc1ccc(-c2cn(CCN)c(-c3ccncc3)n2)cc1	nt	-0.1%	nt	-9%	5%	nt	nt	0%	4	-5%	-5%
O=C(NC1CCN(Cc2ccccc2)CC1)C(NS(=O)(=O)c1cccc2nsnc12)c1ccccc1 (stereo unspecified)	-12%	4.9%	-2	7%	3%	-3%	0%	1%	2	-2%	38%
CCc1ccccc1NC(=O)CSc1n[nH]c(-c2cccnc2)n1	7%	-0.1%	0	0%	-1%	nt	-2%	0%	-14	-20%	-4%
COc1cccc(/C=C/C(=O)OCC(=O)N2c3ccccc3CC2C)c1OC (stereo unspecified)	nt	0.3%	nt	2%	-2%	nt	nt	0%	-13	-19%	5%
CN1C(C(=O)NCc2cccc(Br)c2)CC2Cn3c(nc4cc5ccccc5cc43)C21 (stereo unspecified)	nt	0.0%	1	-6%	-4%	4%	-3%	-5%	12	-3%	-16%
Cn1c(SCC(=O)Nc2ccccc2Br)nnc1-c1cnccn1	nt	-0.2%	nt	0%	1%	nt	1%	-7%	4	-4%	1%
CC(C)C(=O)Nc1ccc(C(=O)N2CCCCCC2)cc1	-1%	-0.1%	1	-4%	-2%	0%	3%	-4%	-17	25%	-1%
Cn1c(SCC(=O)NCCc2ccc(S(N)(=O)=O)cc2)nc2ccccc2c1=O	2%	0.0%	3	-14%	4%	11%	15%	2%	-9	4%	12%
CCOC(=O)C1CCN(c2nc(-c3ccc(Br)cc3)nc3ccccc23)CC1	0%	0.3%	1	1%	-16%	0%	0%	-2%	16	-4%&-2%	3%
Cc1ccc(C)c(N2CCN(C(=O)c3cc4ccccn4n3)CC2)c1	-11%	-1.0%	0	6%	4%	-5%	-1%	-27%	4	5%	-25%
O=C(Cc1ccccc1)NCC(=O)N1CCCCC1	12%	0.5%	4	-10%	1%	-18%	3%	0%	14	?	19%
COc1ccc(Cl)c(OC)c1C(=O)NC(=O)Nc1c(F)cc(F)cc1F	nt	-0.1%	-1	-13%	4%	-5%	3%	-1%	-11	0%	11%
O=C(Nc1ccc2nccnc2c1)Nc1ccccc1Cl	?	-0.9%	-12	8%	65%[activator]	nt	1%	0%	-18	?	4%
COc1ccc(OC)c(C2C(C(=O)c3ccccc3)=C(C)Nc3nc4ccccc4n32)c1 (stereo unspecified)	4%	-0.5%	0	-1%	5%	-2%	nt	-2%	17	7%	14%
CCN(CC)S(=O)(=O)c1ccc(Oc2ccccc2)cc1	nt	0.1%	1	-1%	-3%	-4%	0%	-15%	-4	?	10%
O=C(Nc1cc(S(=O)(=O)N2CCOCC2)ccc1N1CCCCC1)c1ccccc1	nt	-2.1%	nt	5%	-4%	nt	nt	-4%	-2	1%	11%
CN(C)c1ccc(C=Nc2cnn(C)c2C(N)=O)cc1	14%	0.0%	-7	-8%	-3%	-9%	-2%	-1%	-12	27%	9%
Cc1ccc(NS(=O)(=O)c2c(C)ccc3nsnc23)c([N+](=O)[O-])c1	-6%	-0.8%	5	0%	-1%	10%	3%	-2%	4	0%	36%
O=C(NCc1ccccc1)C(=O)Nc1nc(-c2ccccc2)cs1	nt	13%	0	-20%	-3%	2%	3%	-9%	-13	?	-4%
O=c1cc(C(F)F)oc2c1ccc1ccccc12	2%	-0.9%	1	3%	3%	-2%	4%	-7%	1	8%	10%
C(=N\c1nc2ccccc2n1CCN1CCCCC1)/c1cccs1	1%	-1.3%	0	1%	4%	-3%	0%	-4%	-12	1%	-3%
CCOC(=O)c1[nH]c(C)c(C(=O)N2CCc3ccccc32)c1C	-4%	0.4%	-1	4%	1%	-6%	-5%	-5%	-2	?	-15%
O=C(N/N=C/c1c(Nc2cccc(C(F)(F)F)c2)nc2ccccn2c1=O)c1ccccc1	nt	-0.3%	-2	-2%	nt	-1%	0%	nt	nt	?	nt
Cc1ccc(C)c(NC(=O)CCC(=O)N/N=C/c2cccnc2)c1	nt	-0.4%	nt	0%	3%	nt	4%	-2%	-5	0%	29%
O=C(Nc1cccc(F)c1)/C(=C\c1ccco1)NC(=O)c1cccs1	-9%	-0.5%	-8	2%	0%	23%	nt	1%	15	?	-16%
Cc1ccc(S(=O)(=O)N2CCCCC2)cc1C(=O)OC1CCCCC1=O (stereo unspecified)	nt	-0.2%	nt	-3%	-1%	nt	nt	0%	-25	-3%	-9%
O=C(NCC1(c2ccccc2)CCCC1)c1ccco1	-20%	0.2%	0	0%	4%	-1%	-2%	-6%	7	14%	?
CCOC(=O)C1C(=O)NC(c2ccccc2)=NC1c1ccccc1 (stereo unspecified)	7%	-0.1%	2	0%	5%	3%	-2%	-1%	-8	5%	5%
CN1CCN(CCCNC(=O)Nc2cccc3ccccc23)CC1	1%	0.4%	-4	1%	3%	-11%	1%	0%	3	-1%	9%
CN1C(=O)C(/C(N)=N/NC(=O)c2ccccc2)C2CC1(C)Oc1ccccc12 (stereo unspecified)	-12%	-0.7%	3	0%	1%	-3%	nt	-2%	-5	?	41%
CC1CN(c2ccc([N+](=O)[O-])c(NCCOc3ccccc3)c2)CCN1 (stereo unspecified)	-29%	-0.3%	0	-4%	-12%	3%	-1%	0%	-18	?	0%
Cc1ccccc1NC(=O)CC1C(=O)Nc2ccccc2N1CC(=O)N(C)C1CCS(=O)(=O)C1 (stereo unspecified)	nt	0.1%	nt	0%	117%[activator]	nt	nt	-6%	-11	?	-19%
CCO[C@H]1OC(C(=O)NCc2ccccc2)=C[C@@H](c2coc3ccccc3c2=O)[C@@H]1CCCO	-10%	-0.2%	0	-1%	3%	0%	1%	-5%	-4	?	-3%
COC(=O)c1ccccc1-n1cccc1C(=O)NP(=O)(N1CCOCC1)N1CCOCC1	-1%	0.1%	6	-1%	0%	9%	4%	-2%	-7	1%	-1%
C/C(=N\N=C(N)N)c1ccc(C)c(C)c1	nt	-0.8%	1	1%	-2%	0%	nt	-4%	18	2%	-45%[inhibitor]
CC(=O)Nc1ccc(Oc2ccc(NC(C)=O)c(NC(C)=O)c2)cc1	-8%	-0.2%	-4	0%	-2%	-1%	-1%	-8%	13	-4%	0%

Assay outcomes: PubChem BioAssay, National Center for Advancing Translational Sciences (NCATS)

The list is partial (hit frequency here may not be typical).
